CHRM5 agonist: human M5 muscarinic receptor agonists, primary screen, CHO-K1 cells, Fluo-8 calcium fluorescence. activation, % at 3 µM. CHO-K1 hM5 cells; 0% DMSO wells, 100% maximal acetylcholine response. hit rate 0.19% among 360,000. Muscarinic acetylcholine receptor M5 (Homo sapiens), P08912;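 active = activation above the run's mean over test compounds plus 3 SD, cut at about 23% in these data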;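 note: signal is peak over basal fluorescence ratio across the kinetic read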
Target sequence (P08912 whole entry, looked up): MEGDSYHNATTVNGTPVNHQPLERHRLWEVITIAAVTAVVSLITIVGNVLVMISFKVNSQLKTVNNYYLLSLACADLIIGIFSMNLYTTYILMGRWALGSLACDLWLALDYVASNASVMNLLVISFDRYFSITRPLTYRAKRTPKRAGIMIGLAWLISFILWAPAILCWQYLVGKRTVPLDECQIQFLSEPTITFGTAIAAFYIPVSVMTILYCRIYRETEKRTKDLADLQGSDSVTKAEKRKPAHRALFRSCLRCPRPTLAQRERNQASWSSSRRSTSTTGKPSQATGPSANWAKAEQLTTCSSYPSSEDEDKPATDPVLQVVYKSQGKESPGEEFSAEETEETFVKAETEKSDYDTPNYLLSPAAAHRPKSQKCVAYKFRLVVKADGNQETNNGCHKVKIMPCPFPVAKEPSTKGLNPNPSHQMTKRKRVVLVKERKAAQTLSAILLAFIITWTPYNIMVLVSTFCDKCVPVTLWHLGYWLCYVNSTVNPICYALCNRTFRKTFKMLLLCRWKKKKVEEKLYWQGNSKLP
CHRM5 antagonist: human M5 muscarinic receptor antagonists, primary screen, CHO cells, Fluo-8 calcium fluorescence. CHO-hM5 cells, ACh EC80. hit rate 0.59% among 360,000. inhibition, % at 3 µM;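 active = inhibition above a per-plate cutoff, the mean of that plate's test compounds plus 3 SD, cut at about 27% in these data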;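 note: 0% = acetylcholine EC80 with DMSO and 100% = DMSO without agonist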
CRFR2-BP ag: agonists of CRF-BP/CRF-R2 complex, primary screen, cell-based, HEK293, calcium dye fluorescence, uHTS; hit rate 0.46% among 350,000; CRF-binding protein / CRF receptor 2 complex (human); calcium dye fluorescence (FLIPR); percent of saturating CRF peptide response; activation, % at 13.2 µM;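 active = activation of at least 50%, plus an integration ratio under a set limit after plate pattern correction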;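 note: plate controls were neutral control wells without compound for no effect and CRF at EC100 for full effect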
CRFBP-R2 block: antagonists of CRF-BP/CRF-R2 complex, primary screen, cell-based, HEK293, calcium dye fluorescence, uHTS; CRF-induced calcium fluorescence; inhibition, % at 11.8 µM; hit rate 0.59% among 350,000; AID 588475, 2011;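 active = inhibition of the ligand-induced calcium signal above about 50% at the single tested concentration, limit read from the data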
CHRM4 antagonist: human M4 muscarinic receptor antagonists, primary screen, CHO cells, Fluo-8 calcium fluorescence | CHO-hM4 cells, ACh EC80 | inhibition, % at 3 µM | hit rate 0.73% among 360,000 | AID 624125, 2012;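 active = inhibition above its plate's cutoff, the mean inhibition of sample wells plus 3 SD, cut at about 27% in these data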;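 note: 0% = acetylcholine EC80 with DMSO and 100% = DMSO without agonist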
Target sequence (P08173 whole entry, looked up): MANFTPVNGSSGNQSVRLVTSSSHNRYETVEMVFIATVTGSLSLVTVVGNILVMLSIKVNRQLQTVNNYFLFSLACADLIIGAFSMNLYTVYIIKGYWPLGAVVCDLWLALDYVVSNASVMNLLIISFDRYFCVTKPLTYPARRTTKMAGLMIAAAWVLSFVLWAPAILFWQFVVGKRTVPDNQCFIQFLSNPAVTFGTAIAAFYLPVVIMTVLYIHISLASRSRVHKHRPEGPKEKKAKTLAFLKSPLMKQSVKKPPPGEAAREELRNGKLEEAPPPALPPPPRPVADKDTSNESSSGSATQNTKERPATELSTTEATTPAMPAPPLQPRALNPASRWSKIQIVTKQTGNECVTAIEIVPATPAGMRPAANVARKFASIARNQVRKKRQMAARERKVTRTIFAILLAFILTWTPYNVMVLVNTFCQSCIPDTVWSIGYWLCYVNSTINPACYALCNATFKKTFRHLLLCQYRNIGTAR
CHRM5 PAM: human M5 muscarinic receptor positive allosteric modulators, primary screen, CHO-K1 cells, Fluo-8 calcium fluorescence; Muscarinic acetylcholine receptor M5 (Homo sapiens), P08912; CHO-K1 hM5, ACh EC20 PAM; 0% = ACh EC20, 100% = ACh EC100; activation, % at 3 µM; hit rate 0.3% among 360,000;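 active = activation above the run cutoff, the mean activation of all test compounds plus 3 SD, cut at about 18% in these data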
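System: CHO-K1 hM5 cells. Reagent: acetylcholine, EC20 level. Compound dosing: single dose, 3 µM nominal final test concentration. Timing: Post-acetylcholine fluorescence recording 140 s. Detection: Fluo-8 calcium fluorescence. Read-out: % activation, ACh-normalized. Benchmarks: ACh EC20 and EC100 wells. Repeats: singlicate, one well per test compound.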
M4 PAM: human M4 muscarinic receptor positive allosteric modulators, primary screen, CHO-K1 cells, Fluo-8 calcium fluorescence; Muscarinic acetylcholine receptor M4 (Homo sapiens), P08173; CHO-K1 hM4/Gqi5, ACh EC20; 0% = ACh EC20, 100% = maximal ACh; activation, % at 3 µM; hit rate 0.4% among 360,000; AID 624126, 2012;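 active = activation above its plate's cutoff, the mean activation of sample wells plus 3 SD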; note: some results filed as inactive read as strong as hits
CHRM4 agonist: human M4 muscarinic receptor agonists, primary screen, CHO-K1 cells, Fluo-8 calcium fluorescence | Muscarinic acetylcholine receptor M4 (Homo sapiens), P08173 | CHO-K1 hM4/Gqi5; vehicle 0%, full acetylcholine response 100% | activation, % at 3 µM | hit rate 0.14% among 360,000 | AID 624127, 2012;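 active = activation above the run mean over all test wells plus 3 SD, cut at about 32% in these data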;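 note: peak over basal fluorescence ratio per well then scaled between controls; 0% = DMSO wells and 100% = acetylcholine at EC100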
CHRM1 PAM: human M1 muscarinic receptor positive allosteric modulators, primary screen, CHO-K1 cells, Fluo-8 calcium fluorescence, 1536-well | Muscarinic acetylcholine receptor M1 (Homo sapiens), P11229 | hit rate 0.088% among 360,000 | CHO-K1 hM1, ACh EC20; 0% = ACh EC20, 100% = maximal ACh | activation, % at 3 µM; in the data active = activation above about 19%, passing the limit was not always enough
The depositor's hits bear a star; x = no result given.

Screens by letter – A = CHRM5 agonist; B = CHRM5 antagonist; C = CRFR2-BP ag; D = CRFBP-R2 block; E = CHRM4 antagonist; F = CHRM5 PAM; G = M4 PAM; H = CHRM4 agonist; I = CHRM1 PAM
COc1ccc(C(=O)N[C@H](C(=O)NCCc2ccc3c(c2)OCCO3)C(C)C)cc1
  A: 0; B: -5; C: 0.9; D: -8; E: 10; F: 8; G: 4; H: 1; I: 9
O=C(NCCc1ccccc1)C(c1ccccc1F)N(C(=O)c1csnn1)C1CC1 (stereo not given)
  A: -4; B: 16; C: 0.7; D: -5; E: 5; F: -3; G: 4; H: 1; I: 9
O=S(=O)(NC1CCc2ccccc21)c1ccccc1 (stereo not given)
  A: -2; B: 2; C: -2.8; D: -6; E: 6; F: -4; G: -5; H: 0; I: 1
CN(C)CCN[C@H]1CCC2C3CC=C4C[C@@H](O)CC[C@]4(C)C3CC[C@@]21C (stereo not given in full)
  A: -6; B: 18; C: -1.0; D: -10; E: -8; F: -3; G: 0; H: 2; I: -9
NC(=O)c1ccc(-n2nnnc2SCc2ccccc2)cc1
  A: -3; B: -1; C: -0.9; D: 26; E: 8; F: -4; G: -3; H: 2; I: 2
COc1ccc(/C(N)=N/OC(=O)Cc2ccccc2[N+](=O)[O-])cc1
  A: -1; B: 3; C: -3.5; D: 17; E: -5; F: 1; G: 5; H: 0; I: -1
Cc1ccc(C)c(NC(=O)CCC(=O)N/N=C/c2ccc3c(c2)OCO3)c1
  A: 5; B: 17; C: -1.7; D: 7; E: -4; F: -10; G: -3; H: 11; I: 7
CC(=O)Nc1ccc(NC(=O)Cn2nc(C(=O)Nc3ccc(C)cc3)ccc2=O)cc1
  A: -4; B: -6; C: 0.3; D: 20; E: 5; F: 2; G: -1; H: 1; I: 5
COc1cc(C2C3=C(Nc4nc(N)[nH]c(=O)c42)c2ccccc2C3=O)ccc1O (stereo not given)
  A: -4; B: 1; C: -1.8; D: -2; E: -7; F: 8; G: 13; H: 1; I: 2
Cc1cccc(N2CCN(C(=O)CN(C)S(=O)(=O)c3ccc4c(c3)CCC(=O)N4)CC2)c1C
  A: 1; B: 3; C: -0.4; D: 8; E: 3; F: -4; G: -2; H: 8; I: 4
C[C@H]1COC(=O)[C@H](CC(=O)OC(C)(C)C)C/C=C\C[C@@H](CC(=O)N(CCO)Cc2ccccc2)C(=O)N1
  A: 1; B: 0; C: 0.6; D: 2; E: 1; F: -5; G: 6; H: 1; I: 15
NS(=O)(=O)c1ccc(NC(=O)COC(=O)c2cc3ccccc3oc2=O)cc1
  A: -7; B: 0; C: 0.9; D: -1; E: -9; F: -5; G: -4; H: 3; I: 7
COc1ccc2nc(-c3ccccc3)cc(C(=O)N3CCC3)c2c1
  A: 6; B: -7; C: 0.0; D: 5; E: 2; F: -6; G: -5; H: 16; I: 0
CCOc1ccc(CN(C)CC(=O)NCc2ccccc2)cc1
  A: -4; B: 16; C: -0.4; D: -10; E: -7; F: -5; G: 10; H: 0; I: 3
CCOC(=O)C1(CCOC)CCN(Cc2ccc3nonc3c2)CC1
  A: -7; B: 1; C: -2.5; D: 20; E: -12; F: 3; G: 16; H: 2; I: 4
O=C(O)CCn1c(-c2ccccn2)nc2ccccc21
  A: 1; B: -2; C: -3.9; D: 13; E: -4; F: 0; G: 2; H: 0; I: 5
CCCNC(=S)N1CC2(C)CN(C(=O)C(=O)OCC)CC(C)(C1)C2=O
  A: 1; B: 5; C: 2.6; D: 10; E: -6; F: -1; G: 4; H: 1; I: 1
CN(CC(=O)Nc1ccccc1Br)C(=O)c1cccn1C
  A: 2; B: 0; C: -0.7; D: 8; E: -13; F: -4; G: 6; H: 1; I: 6
CCOC(=O)C1CCN(Cc2cccc(OC)c2)CC1
  A: -3; B: 3; C: -1.4; D: -35; E: -2; F: -6; G: 13; H: -1; I: 23
CC(C)COP(=O)(CNC(=O)CN1C(=O)c2ccccc2S1(=O)=O)OCC(C)C
  A: -1; B: -1; C: 1.0; D: 4; E: 1; F: 2; G: 0; H: 1; I: 6
CCOC(=O)c1sc(NC(=S)NC(=O)C23CC4CC(CC(C4)C2)C3)cc1C
  A: 0; B: -5; C: -0.7; D: -2; E: -3; F: -6; G: 2; H: 0; I: 2
O=C(Nc1ccccc1)Nc1nc(-c2ccc(F)c(F)c2)cs1
  A: 3; B: 16; C: 4.1; D: -7; E: 11; F: -17; G: -9; H: 17; I: -6
CC(=O)Nc1cc(Br)ccc1O
  A: 3; B: 8; C: 1.5; D: 7; E: -3; F: 4; G: 8; H: 1; I: 10
CC(=O)NCCNC(=O)C1Cc2c(-c3ccccc3)ccnc2O1 (stereo not given)
  A: 1; B: -4; C: x; D: x; E: -18; F: -1; G: 4; H: 1; I: 8
COc1cccc(NC(=O)COC(=O)C2CC(=O)N(c3ccc(C)cc3)C2)c1 (stereo not given)
  A: 1; B: 8; C: -0.1; D: 6; E: 7; F: -12; G: 0; H: -1; I: 4

Sorted by value in M4 PAM (falling): 3 of the compounds above
Structure | CHRM5 agonist | CHRM5 antagonist | CRFR2-BP ag | CRFBP-R2 block | CHRM4 antagonist | M4 PAM | CHRM4 agonist | CHRM1 PAM
COc1ccc(C(=O)N[C@H](C(=O)NCCc2ccc3c(c2)OCCO3)C(C)C)cc1 | 0 | -5 | 0.9 | -8 | 10 | 4 | 1 | 9
CC(=O)Nc1ccc(NC(=O)Cn2nc(C(=O)Nc3ccc(C)cc3)ccc2=O)cc1 | -4 | -6 | 0.3 | 20 | 5 | -1 | 1 | 5
O=S(=O)(NC1CCc2ccccc21)c1ccccc1 (stereo not given) | -2 | 2 | -2.8 | -6 | 6 | -5 | 0 | 1

Continuation.
Screens by letter – A = CHRM5 agonist; B = CHRM5 antagonist; C = CRFR2-BP ag; D = CRFBP-R2 block; E = CHRM4 antagonist; F = CHRM5 PAM; G = M4 PAM; H = CHRM4 agonist; I = CHRM1 PAM
CC(=O)NN1C(=O)/C(=C\c2ccc(C)cc2)SC1=S
  A: -5; B: -2; C: -0.2; D: -14; E: -7; F: 1; G: 23; H: 0; I: 5
Cc1ccc2nc(SCC(=O)N(C)C3CCS(=O)(=O)C3)[nH]c2c1 (stereo not given)
  A: 1; B: -4; C: 0.4; D: 9; E: 0; F: 0; G: 3; H: 1; I: 2
COc1ccc(/C(C)=N/NC(=O)CNC(=O)c2cccnc2)c(OC)c1
  A: -2; B: 6; C: -0.2; D: -24; E: 0; F: 1; G: 0; H: 0; I: 5
CCC(CC)c1nnc(NS(=O)(=O)Cc2ccccc2)s1
  A: 3; B: 1; C: -1.7; D: 2; E: 5; F: 0; G: -4; H: 0; I: 4
C[C@@H]1CN([C@@H](C)CO)C(=O)CCCn2nncc2CO[C@H]1CN(C)S(=O)(=O)c1ccc(Oc2ccccc2)nc1
  A: 0; B: 4; C: -1.0; D: 7; E: 2; F: -1; G: -3; H: 0; I: -2
COc1cc(CCCN2C(=O)C(=O)NC[C@@H]2CCCCN)cc(OC)c1OC
  A: 2; B: 6; C: -1.0; D: 1; E: 7; F: 0; G: -1; H: 0; I: 0
C[C@H](CO)N1C[C@H](C)[C@@H](CN(C)C(=O)NC2CCCCC2)Oc2c(NS(=O)(=O)c3cn(C)cn3)cccc2C1=O
  A: 0; B: 4; C: -0.9; D: -5; E: 3; F: 1; G: 1; H: 1; I: 4
COc1ccc(-c2cc(C(=O)N3CCCC3)no2)cc1OC
  A: -3; B: 1; C: -1.1; D: 11; E: 3; F: 8; G: 4; H: 0; I: 2
Cc1ccc(NC(=O)c2ccc(NCCN)c([N+](=O)[O-])c2)cc1
  A: -2; B: 5; C: -0.7; D: 4; E: 10; F: 0; G: 1; H: 1; I: 2
COc1ccc(/C=N\NC(=O)c2ccccc2)cc1COc1ccccc1
  A: -1; B: 4; C: -0.1; D: 0; E: -5; F: -7; G: -5; H: 8; I: 2
CC(C)Cc1nc(SCC(=O)N2CCCCC2)c2c(=O)n(C)c(=O)n(C)c2n1
  A: 2; B: -3; C: -0.1; D: -10; E: -11; F: 9; G: 0; H: 4; I: 7
COc1cccc(C(=O)/C=C/Nc2ccc(NC(C)=O)cc2)c1
  A: 1; B: -8; C: 3.3; D: 6; E: 7; F: 6; G: 0; H: 2; I: 9
O=C(c1ccc(Br)cc1)N1CCN(Cc2ccccc2)CC1
  A: 0; B: -5; C: -0.6; D: -14; E: -4; F: 13; G: -2; H: 1; I: 9
CCOc1cc(/C=C2\COc3ccccc3C2=O)cc(Br)c1OCC(=O)N(C)C
  A: 3; B: 14; C: -0.2; D: -2; E: 29*; F: -4; G: -11; H: 20; I: -9
CCC1=NN(C(=O)c2ccccc2Br)C(O)(c2ccc(Br)cc2)C1 (stereo not given)
  A: -12; B: 3; C: -2.0; D: -6; E: -9; F: 0; G: 9; H: 4; I: 7
CC(C)CCOc1ccccc1C(N)=O
  A: -1; B: 5; C: 0.3; D: -13; E: 9; F: -2; G: 8; H: 1; I: 4
COc1ccc(CCNC(=O)CN(C)S(=O)(=O)c2cccc3nsnc23)cc1OC
  A: -1; B: -1; C: -0.6; D: -11; E: -15; F: 1; G: 8; H: 3; I: 4
O=C(CCNS(=O)(=O)c1ccc(OC(F)(F)F)cc1)NC1CC1
  A: 3; B: 15; C: 0.0; D: -12; E: 4; F: -1; G: 6; H: 1; I: 6
COc1ccc(-c2noc(CNC(=O)C(C)Oc3ccccc3)n2)cc1 (stereo not given)
  A: -4; B: 0; C: -1.6; D: 10; E: -5; F: 3; G: -1; H: 3; I: 3
O=C(NCc1ccc(F)cc1)c1cccnc1
  A: 1; B: 8; C: 0.5; D: 4; E: -1; F: -3; G: -2; H: 0; I: 6
CCNC(=O)NC(=O)CSc1ccc(NC(C)=O)cc1
  A: 1; B: 2; C: -0.2; D: -13; E: 1; F: 0; G: 2; H: 1; I: 4
CCN(CC(=O)Nc1ccc(NC(C)=O)cc1)C(=O)c1cc(-c2ccccc2)nn1-c1ccccc1
  A: -4; B: 4; C: -0.3; D: 2; E: -4; F: 4; G: 3; H: 3; I: 3
COc1cc(C(=O)COC(=O)C2CC2(Cl)Cl)cc(OC)c1OC (stereo not given)
  A: 3; B: 19; C: 2.0; D: -12; E: -11; F: -1; G: -3; H: 7; I: 0

Assay outcomes as filed in PubChem BioAssay.
